Screening results as filed in PubChem BioAssay.
GSTO1 counter: blocks human GSTO1 in RBBP9 counter-screen. AID 1974. P78417. inhibition, % at 5.96 µM. hit rate 1.1% among 300,000. recombinant GSTO1, activity-based probe fluorescence polarization;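 active = inhibition above the campaign mean inhibition plus 3 SD, cut at about 35% in these data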;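 note: 0% = GSTO1-1 with DMSO and 100% = wells lacking GSTO1-1 enzyme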
Target sequence (P78417 whole entry, looked up): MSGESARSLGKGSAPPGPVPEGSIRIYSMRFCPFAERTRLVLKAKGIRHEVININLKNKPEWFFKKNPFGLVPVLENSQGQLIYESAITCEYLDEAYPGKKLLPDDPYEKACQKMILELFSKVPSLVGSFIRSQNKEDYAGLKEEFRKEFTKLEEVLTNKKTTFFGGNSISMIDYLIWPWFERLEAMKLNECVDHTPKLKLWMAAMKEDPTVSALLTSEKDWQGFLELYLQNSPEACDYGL
PAFAH1B3 FP inh: PAFAH1B3 (human) inhibition; hit rate 0.28% among 340,000; recombinant PAFAH1B3, FP-rhodamine probe, fluorescence polarization; inhibition, % at 3.39 µM; Q15102;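 active = inhibition above the screen-wide average of all tested compounds plus 3 SD, cut at about 25% in these data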;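 note: 0% = enzyme with DMSO only and 100% = wells lacking PAFAH1B3 protein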
Target sequence (Q15102 whole entry, looked up): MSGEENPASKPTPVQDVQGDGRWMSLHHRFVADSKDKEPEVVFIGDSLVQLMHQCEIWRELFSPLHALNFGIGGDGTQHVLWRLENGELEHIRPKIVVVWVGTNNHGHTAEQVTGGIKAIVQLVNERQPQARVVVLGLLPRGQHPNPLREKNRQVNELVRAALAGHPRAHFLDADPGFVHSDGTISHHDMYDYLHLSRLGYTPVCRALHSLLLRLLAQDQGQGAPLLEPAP
PAD4 FP inh: PAD4 (human) enzyme inhibition; Q9UM07; recombinant PAD4, RCA probe fluorescence polarization; inhibition, % at 6.36 µM; hit rate 0.41% among 330,000; AID 485272;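 active = percent inhibition above a cutoff equal to the mean of all tested compounds plus 3 SD, cut at about 15% in these data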;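 note: 0% = PAD4 with RCA probe and DMSO and 100% = probe without PAD4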
LYPLA2 counter: LYPLA2 (human) inhibition in PME1 counter-screen; O95372; recombinant LYPLA2, FP-Rh probe fluorescence polarization; inhibition, % at 5.9 µM; hit rate 0.38% among 320,000; AID 2177;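 active = inhibition above the screen-wide mean plus 3 SD, limit set per campaign, cut at about 26% in these data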;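 note: 0% = LYPLA2 with DMSO and 100% = wells lacking LYPLA2 enzyme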
Target sequence (O95372 whole entry, looked up): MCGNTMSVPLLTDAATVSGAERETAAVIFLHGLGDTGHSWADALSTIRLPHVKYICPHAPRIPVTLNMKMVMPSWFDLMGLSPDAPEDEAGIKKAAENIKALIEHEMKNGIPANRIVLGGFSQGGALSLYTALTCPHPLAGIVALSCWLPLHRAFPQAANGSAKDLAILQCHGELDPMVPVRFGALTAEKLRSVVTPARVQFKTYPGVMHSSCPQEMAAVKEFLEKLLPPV
pPAFAH inh: pPAFAH (human) enzyme inhibition. inhibition, % at 3.39 µM. recombinant pPAFAH, FP-rhodamine probe fluorescence polarization. hit rate 1.5% among 330,000;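 active = inhibition above the mean inhibition across the screen plus 3 SD, cut at about 25% in these data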;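 note: inhibitors block binding of the rhodamine activity-based probe so polarization drops; 0% = enzyme with DMSO and 100% = wells lacking pPAFAH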
PAFAH2 inh: PAFAH2 (human) inhibition; Q99487; recombinant PAFAH2, FP-rhodamine activity probe, fluorescence polarization; inhibition, % at 3.39 µM; hit rate 0.99% among 340,000; AID 492956;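 active = inhibition above the mean over all tested compounds plus 3 SD, cut at about 30% in these data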;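 note: inhibitors block probe labeling of enzyme so polarization drops; 0% = enzyme with DMSO and 100% = wells lacking PAFAH2 protein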
LYPLA1 counter: blocks human lysophospholipase 1, a PME1 counter-screen | O75608 | recombinant LYPLA1, FP-Rh probe fluorescence polarization | inhibition, % at 5.9 µM | hit rate 0.16% among 320,000 | AID 2174;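 active = inhibition above the mean of all tested compounds plus 3 SD, set per campaign, cut at about 14% in these data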;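 note: inhibitors block serine hydrolase probe labeling of LYPLA1 so polarization falls; 0% = enzyme with DMSO and 100% = wells lacking LYPLA1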
Target sequence (O75608 whole entry, looked up): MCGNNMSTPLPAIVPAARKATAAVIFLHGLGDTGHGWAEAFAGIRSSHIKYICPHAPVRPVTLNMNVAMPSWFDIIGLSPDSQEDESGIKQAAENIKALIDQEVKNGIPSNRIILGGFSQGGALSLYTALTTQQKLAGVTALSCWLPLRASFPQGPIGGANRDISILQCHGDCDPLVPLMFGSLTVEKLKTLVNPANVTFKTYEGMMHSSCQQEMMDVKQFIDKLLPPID
PREPL inhibitor: inhibitors of human prolyl oligopeptidase-like enzyme PREPL; Q4J6C6; recombinant PREPL, fluorescence polarization activity-based probe; inhibition, % at 5.96 µM; hit rate 0.68% among 320,000; AID 2751; in the data active = inhibition above about 43%;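 note: 0% = enzyme with DMSO and 100% = wells lacking enzyme; many of its hits are not listed in these tables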
PAFAH1B2 FP inh: inhibitors of human PAFAH1B2; P68402; recombinant PAFAH1B2, FP-rhodamine activity probe, fluorescence polarization; inhibition, % at 3.39 µM; hit rate 1.2% among 340,000;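 active = inhibition above the mean of all tested compounds plus 3 SD, cut at about 24% in these data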;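 note: 0% = enzyme with DMSO and 100% = wells lacking PAFAH1B2; many of its hits are not listed in these tables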
* = called active by the depositor; . = no result given. Some of the compounds tested; the hit share may differ from the screen's.

Values in the order: GSTO1 counter	PAFAH1B3 FP inh	PAD4 FP inh	LYPLA2 counter	pPAFAH inh	PAFAH2 inh	LYPLA1 counter	PREPL inhibitor	PAFAH1B2 FP inh
- Cc1ccc(SCn2nnc3ccccc3c2=O)c(C)c1
    -1.8	-1.0	2.0	0.0	3.2	-1.6	-0.4	-14.4	5.5
- COCCN(Cc1cc2cccc(C)c2n2nnnc12)C(=O)C(F)(F)F
    3.4	-2.2	1.2	-6.6	4.3	4.9	-2.0	8.6	-6.4
- O=C(O)c1ccc(N/N=C/c2ccc(OC(=O)c3ccccc3Cl)cc2)cc1
    0.4	9.6	1.2	25.8*	26.9*	16.3	0.5	31.9	-0.8
- c1cnc2ncc3sccc3c2c1
    4.0	10.4	-3.2	-5.8	3.0	0.5	-4.7	-0.9	2.5
- CCOC(=O)NC(NC(=O)OCC)C(=O)c1ccccc1
    -3.0	0.7	-0.1	0.8	-6.9	6.7	-2.1	9.4	0.4
- COc1ccc(NC(=O)C(C)Oc2ccc(/C(C)=N\O)cc2)cc1 (stereo unspecified)
    -0.8	4.0	1.5	7.6	0.1	-16.8	-1.7	-24.1	-1.9
- CC(C)(C)OC(=O)N[C@H]1C=C[C@@H](OC(=O)CC(=O)OCC(F)(F)F)C1
    .	0.7	4.6	.	4.5	-1.8	.	.	2.5
- COc1ccc(NC(=O)CSc2ccc3nnc(-c4ccccn4)n3n2)c(OC)c1
    1.1	11.3	2.1	2.5	2.1	8.1	-1.2	1.9	-2.5
- O=C(NCc1ccco1)c1ccc(OCC2CCCO2)cc1 (stereo unspecified)
    12.0	11.5	-5.7	1.0	-4.5	-3.0	2.7	14.8	6.3
- CC(C)(O)C(=O)NNC(=S)Nc1ccc(F)c(Cl)c1
    10.7	7.8	-1.2	-7.6	2.0	3.2	-1.7	11.2	1.6
- CCOC(=O)/C(=N/Nc1ccccc1)Sc1nnnn1-c1ccc(C)cc1
    1.2	-4.9	-3.9	6.7	5.4	6.8	2.9	-5.3	7.0
- CCOCCCn1c(=N)c(C(N)=S)cc2c(=O)n3cccc(C)c3nc21
    12.0	1.8	0.1	1.0	-3.6	5.3	-1.6	36.6	3.9
- Cc1cccc(NC(=O)Nc2c(C)n(C)n(-c3ccccc3)c2=O)c1C
    6.3	-1.5	4.2	6.9	2.0	1.2	6.7	9.5	-2.8
- O=S(=O)(c1cc(F)ccc1F)N1CCC2(CC1)OCCN2S(=O)(=O)c1cccs1
    1.1	3.0	-4.0	8.9	5.0	4.1	4.1	1.2	10.0
- CCC(C)(C)n1nnnc1C(C(C)C)N1CCC(C(N)=O)CC1 (stereo unspecified)
    -8.6	8.8	-1.0	4.6	1.2	-8.9	0.2	-4.4	-3.0

Copied from the list:
Cc1cccc(NC(=O)Nc2c(C)n(C)n(-c3ccccc3)c2=O)c1C | PREPL inhibitor = 9.5
CCOC(=O)/C(=N/Nc1ccccc1)Sc1nnnn1-c1ccc(C)cc1 | GSTO1 counter = 1.2

Following part:
Values in the order: GSTO1 counter	PAFAH1B3 FP inh	PAD4 FP inh	LYPLA2 counter	pPAFAH inh	PAFAH2 inh	LYPLA1 counter	PREPL inhibitor	PAFAH1B2 FP inh
- O=C(CCNS(=O)(=O)c1ccc(F)c(F)c1)NCCN1CCOCC1
    .	-3.1	1.7	.	3.4	-2.4	.	13.7	2.9
- COc1cc(NC(=O)C2COc3ccccc3O2)c(OC)cc1Cl (stereo unspecified)
    -5.8	-1.9	2.1	2.4	-0.4	-3.3	1.1	10.2	-3.3
- Cc1nc2sccc2c(=O)n1N
    4.8	7.1	-1.8	0.9	4.6	2.9	-3.6	-2.2	-2.5
- Cc1nc(SCC(=O)N2CCc3ccccc32)n[nH]1
    11.3	2.8	1.2	-1.0	6.1	-3.7	1.8	2.9	2.1
- O=S(=O)(NCc1ccccc1)c1cccc2nsnc12
    2.8	-5.3	6.9	1.2	-3.5	6.5	-1.1	-4.7	5.4
- O=C(Nc1cccc(NC(=S)NC(=O)c2cccs2)c1)c1ccccc1
    1.5	-1.7	-2.7	-8.7	2.7	2.4	3.1	0.2	4.4
- Cc1nc2ncnn2c(C)c1CCC(=O)N1CC(C)CC(C)C1 (stereo unspecified)
    1.3	-0.1	-3.3	4.7	3.8	1.9	1.6	4.6	-1.0
- O=C(C1CCCCC1)N1CCc2[nH]c3ccc(F)cc3c2C1
    7.2	12.6	1.1	7.8	3.8	3.8	-0.3	4.0	5.4
- Cc1ccc(C(=O)NCc2ccco2)cc1Br
    0.6	-0.5	0.2	4.5	-3.1	4.0	0.2	-5.4	0.7
- COc1cccc(C(=O)NCc2ccc(N3CCN(C(=O)OC(C)(C)C)CC3)cc2)c1
    2.1	0.8	-3.5	13.3	-4.1	13.8	1.4	16.0	0.8
- CC(=O)Nc1cc2c(ccc3ccccc32)oc1=O
    -2.6	.	-2.2	0.8	-2.2	.	-3.9	-6.0	.
- C=CCCC(=O)Nc1nc(C)c(-c2csc(Nc3ccc(Cl)cc3)n2)s1
    -11.2	13.6	-15.3	-12.4	12.9	-6.0	-19.7	26.7	9.8
- COc1ccc(OCCCC(=O)Nc2cc([N+](=O)[O-])ccc2C)cc1
    -4.6	14.3	-3.1	2.7	-2.2	2.2	1.7	14.0	1.9
- Cc1ccc(NC(=O)c2ccc(-n3cccn3)nc2)cc1
    3.0	4.0	-4.7	1.0	-2.4	3.3	-1.7	5.0	6.1
- Cc1oc(-c2cccs2)nc1CN1CCC(CO)(CCOc2ccccc2)CC1
    -0.9	-1.4	-5.8	-3.5	3.4	-4.7	1.6	-43.3	0.7

(next part)
Values in the order: GSTO1 counter	PAFAH1B3 FP inh	PAD4 FP inh	LYPLA2 counter	pPAFAH inh	PAFAH2 inh	LYPLA1 counter	PREPL inhibitor	PAFAH1B2 FP inh
- CN(c1ccccc1)S(=O)(=O)c1ccc(NC(=O)c2ccc(-c3ccccc3)cc2)cc1
    -22.7	-27.8	0.1	30.4*	12.2	25.8	22.3*	-13.6	-6.1
- COc1cccc(OC)c1C(=O)NC(=S)NCc1cccnc1
    0.7	2.1	-2.1	4.3	1.9	4.1	2.6	2.3	2.0
- COc1cc(OC)cc(OC(=O)C2CCN(C3=NS(=O)(=O)c4ccccc43)CC2)c1
    .	5.9	3.3	-0.1	-1.3	11.1	-3.6	8.6	-1.4
- COc1ccc(N=CC2=C(O)CC(C)(C)CC2=O)cc1OC
    -1.0	6.2	-5.6	-2.9	7.3	3.5	1.2	4.4	-3.5
- CCOc1cc2oc(=O)c3c(c2cc1Cl)CCC3
    4.6	-2.9	0.3	8.3	4.0	5.5	-0.3	-5.6	-3.8
- COc1ccc(-c2noc(-c3ccccc3Cl)n2)cc1OC
    -2.4	3.3	-3.3	-2.3	2.9	-2.2	-2.0	-7.5	3.6
- Brc1cccc(-c2nnc(SCc3nc4ccccc4[nH]3)o2)c1
    11.3	11.0	-1.2	-2.9	2.3	0.6	-4.6	1.2	9.7
- O=C(c1nn2c(C(F)(F)F)cc(-c3cccs3)nc2c1Cl)N1CCCc2ccccc21
    -5.6	-2.4	-0.3	-4.8	0.9	-10.1	-4.1	1.9	6.8
- O=C(NCc1ccco1)C1CCCN(S(=O)(=O)c2cccc3cccnc23)C1 (stereo unspecified)
    -0.6	2.7	-5.6	-8.3	5.7	3.3	3.3	2.6	6.8
- O=C(CC1C[C@H](C(=O)N2CCOCC2)[C@@]2(CCC3CCCC3)c3[nH]c4ccccc4c3CCN2C1=O)NCCN1CCOCC1 (stereo partly specified)
    .	7.1	-1.7	.	-1.9	-4.5	.	18.5	4.9
- Oc1ccc2ccccc2c1N=Nc1nccs1
    52.0*	-1.3	2.9	-4.2	17.6	19.7	0.6	50.7*	2.2
- O=c1[nH]c2cc(Cl)ccc2n1-c1ccccc1
    -0.6	4.5	-4.2	-1.8	28.5*	7.2	-3.4	4.0	1.4
- O=C(Cn1nc(Cc2cccnc2)c2ccccc2c1=O)N1CCN(c2ccccn2)CC1
    -1.0	1.6	-3.0	0.2	6.9	-2.8	2.7	7.8	0.8
- COc1ccc(-c2cc(C(=O)N3CCC3)c3ccccc3n2)cc1OC
    1.7	6.5	-3.8	-5.0	3.4	0.2	2.2	5.1	3.0
- CCOc1cc(NC(=S)NCCOC)c(OCC)cc1NC(=O)c1ccco1
    2.8	6.7	-2.3	0.8	7.2	0.5	1.4	-2.5	3.8

The results go on:
Values in the order: GSTO1 counter	PAFAH1B3 FP inh	PAD4 FP inh	LYPLA2 counter	pPAFAH inh	PAFAH2 inh	LYPLA1 counter	PREPL inhibitor	PAFAH1B2 FP inh
- CCOC(=O)c1ccc(NC(=O)Nc2ccc(Cl)cn2)cc1
    -1.1	1.8	-10.8	-3.1	1.0	3.6	2.5	1.9	0.7
- CC(C)CNC(=O)c1cc([N+](=O)[O-])ccc1N1CCCCC1
    -5.2	-4.5	2.5	4.0	4.9	0.7	2.7	-1.4	2.1
- COc1ccccc1C(=O)Nc1nc(N)n(-c2ccccc2)n1
    1.4	13.4	-0.6	-3.6	-1.8	4.6	1.4	4.0	3.4
- CC(=O)N1CCN=C1SCc1cccc(C)c1
    10.8	-4.0	0.5	4.0	5.2	-2.2	-0.7	5.1	5.1
- CCC(C(=O)NCCC(C)C)N(Cc1ccccc1Cl)C(=O)c1snc(C(N)=O)c1N (stereo unspecified)
    1.6	-1.3	-2.9	-5.6	3.5	-3.2	-1.8	-6.3	0.9
- Cc1[nH]c2ccc(F)cc2c1CCN(Cc1ccncc1)C(=S)Nc1ccc(F)cc1
    6.8	4.2	2.5	-1.9	7.8	3.5	-0.2	19.4	4.7
- COc1cccc(NC(=O)CN(C)C(=O)CSc2ncnc3sc(C)c(C)c23)c1
    -0.4	4.8	-1.4	-2.2	-2.3	-6.7	-0.7	14.7	-0.8
- CC(C)/C=C/CN1CCC(Oc2ccc(C(=O)N3CCCC3)cc2)CC1
    4.4	1.0	-4.5	59.8*	-0.4	-3.0	-0.1	-1.6	-0.8
- Cc1cc(N2CCCN(C)CC2)nc2cc(Cl)ccc12
    5.0	-1.1	-4.8	-1.6	-1.6	1.9	-3.2	36.0	3.0
- CCOC(=O)Cn1c(=O)c2c(nc3n2CCCCN3c2ccc(OCC)cc2)n(C)c1=O
    -5.3	7.6	-2.1	4.4	-0.8	-5.2	0.2	1.4	5.0
- CCOC(=O)C1CCN(C(c2cccs2)c2sc3nc(C)nn3c2O)CC1 (stereo unspecified)
    7.6	9.1	1.3	-8.0	-2.5	-8.4	0.8	-3.5	3.2
- O=C(NCc1ccc(F)cc1)c1cnn2ccccc12
    0.9	0.6	-1.6	-1.3	0.1	5.5	2.5	-4.7	2.3
- Cc1nc2ccc(S(=O)(=O)NC(C(=O)N3CCCCCC3)C(C)C)cc2s1 (stereo unspecified)
    2.4	4.7	1.4	-5.7	-1.7	1.6	0.1	1.4	-6.3
- CCNC(=S)NS(=O)(=O)c1ccc(Cl)cc1
    1.4	3.6	-0.7	-2.6	0.0	1.1	-0.6	9.4	6.3
- CC(=O)N1c2c(cc(Br)cc2S(=O)(=O)NCc2ccc(C)cc2)CC1C (stereo unspecified)
    11.1	9.9	-5.9	0.8	4.3	4.2	-4.5	8.5	5.6
- CCC(CC)c1nnc(NC(=O)c2cccc(S(=O)(=O)N3CCOCC3)c2)s1
    .	6.4	-1.1	.	1.1	4.8	.	22.9	7.6
- O=C(Nc1ccc2c3c(cccc13)CC2)c1ccco1
    15.9	5.8	-1.7	4.2	6.8	-1.2	2.1	3.1	1.0
- C=CCNC(=O)C1CC(=O)N(c2ccc(OCC(=O)Nc3cccc(OC)c3)cc2)C1 (stereo unspecified)
    -1.2	13.2	-1.4	2.5	-1.4	-5.3	0.1	-5.7	3.6
